NR3A LBD binder = binders of NR3A ligand-binding domain, primary screen, biophysical, differential scanning fluorimetry, uHTS; Glutamate receptor ionotropic, NMDA 3A (GRIN3A) ligand-binding domain; NR3A LBD differential scanning fluorimetry, Tm shift; 0% = protein alone, 100% = glycine-bound protein; 340,000 compounds, 2.5% hits; Tm shift relative to glycine control, % at 25 µM; AID 1259313, 2017;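 active = melting temperature shift of at least 10% of the positive control shift, at one fixed dose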
tim23-1 inh = growth inhibitors of tim23-1 mutant yeast, primary screen, luminescence, uHTS. S. cerevisiae tim23-1 growth, BacTiter-Glo luminescence, 24 h. inhibition, % at 20 µM. 330,000 compounds, 1.3% hits. AID 463212, 2010;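 active = growth inhibition of the mutant yeast at or above 50%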;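 also: temperature-sensitive mutant grown at 25 °C; plate controls were DMSO-treated mutant yeast for no effect and medium wells lacking yeast for full effect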
TIM10 inh = growth inhibitors of isogenic TIM10 control yeast, primary screen, counter-screen for tim10-1 yeast inhibitor project, luminescence, uHTS; inhibition, % at 10 µM; 330,000 compounds, 1.4% hits; S. cerevisiae TIM10 strain growth, BacTiter-Glo luminescence, 24 h;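 active = inhibition of 40% or more at the single tested concentration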;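 also: wild-type TIM10 isogenic control strain grown at permissive 25 °C; 0% = DMSO yeast wells and 100% = minimal medium wells without yeast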
NALP3 yeast inh = NALP3 inflammasome inhibitors in reconstituted yeast, primary screen, luminescence, uHTS; AID 2825, 2010; inhibition, % at 10 µM; 330,000 compounds, 0.39% hits; Yeast reconstituted NLRP3/ASC/caspase-1, beta-gal luminescence, 24 h;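 active = inhibition of 50% or more; inactive = inhibition below 50%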;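 also: plate controls were induced DMSO wells for no effect and uninduced yeast grown without galactose for full effect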
tim10-1 inh = growth inhibitors of tim10-1 mutant yeast, primary screen, luminescence, uHTS | S. cerevisiae tim10-1 ts strain growth, BacTiter-Glo, 24 h | inhibition, % at 20 µM | 330,000 compounds, 2.2% hits | AID 463190, 2010;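 active = inhibition of at least 40%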;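 also: mutant grown at 25 °C; 0% = DMSO wells with yeast and 100% = wells holding no yeast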
UPR XBP1 act = activators of adaptive XBP1 UPR arm, primary screen, cell-based, CHO-XBP1 luciferase reporter, luminescence, uHTS; activation, % at 20 µM; 330,000 compounds, 0.33% hits; IRE1-XBP1 UPR activation; percent of tunicamycin response, DMSO as zero;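 active = versus positive control, 20 µM dose yields 30% or more activation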;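 also: 100% = tunicamycin at 10 µg/mL and 0% = DMSO only wells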
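Material: CHO cell line with stable XBP1 luciferase reporter; schedule: 16-18 h cell attachment at 37 °C, then 6 h compound exposure; signal: glow luminescence from Steady-Glo reagent; medium: serum-containing F12 medium, 10% FBS; benchmarks: tunicamycin 10 µg/mL and vehicle-only wells; read-out: percent activation relative to tunicamycin reference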
APJ agonist = agonists of human apelin receptor APJ, primary screen, CHO-K1 cells, PathHunter beta-arrestin, luminescence. P35414. 0% DMSO wells, 100% apelin. activation, % at 20 µM. 330,000 compounds, 0.11% hits;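 active = activation more than six SD over the plate average, tested at 20 µM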;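 also: 0% = DMSO alone and 100% = apelin-13 at 10 nM; some results filed as inactive read as strong as hits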
Target sequence (P35414 whole entry, looked up): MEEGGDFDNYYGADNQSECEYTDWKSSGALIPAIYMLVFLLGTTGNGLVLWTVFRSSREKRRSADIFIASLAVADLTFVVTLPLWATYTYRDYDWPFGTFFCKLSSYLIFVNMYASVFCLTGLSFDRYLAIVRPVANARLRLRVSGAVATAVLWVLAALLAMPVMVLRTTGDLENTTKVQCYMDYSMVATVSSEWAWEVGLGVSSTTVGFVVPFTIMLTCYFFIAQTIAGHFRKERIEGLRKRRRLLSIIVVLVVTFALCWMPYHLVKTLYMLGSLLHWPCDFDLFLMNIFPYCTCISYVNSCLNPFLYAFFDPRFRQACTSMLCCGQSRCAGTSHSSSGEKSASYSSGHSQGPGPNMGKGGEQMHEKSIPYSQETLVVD
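Test system – PathHunter CHO-K1 APJ (AGTRL-1) beta-arrestin reporter cells · Input – 1000 cells/well · Compound – single test compound dose, 20 µM final, 1% DMSO · Times – compound stimulation 90 min at 25 °C, detection 60 min · Technique – beta-gal luminescence · Read-out basis – APJ–arrestin association signal · Control set – negative DMSO alone, positive Apelin-13 at 10 nM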
CHOP UPR activ = activators of apoptotic CHOP UPR arm, primary screen, cell-based, CHO-CHOP luciferase reporter, luminescence, uHTS; UPR activation; percent of tunicamycin response over DMSO baseline; activation, % at 10 µM; 330,000 compounds, 0.34% hits; AID 449763, 2010;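 active = at 10 µM dose, activation of 40% or more, normalized to positive control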;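 also: 100% = tunicamycin at 10 µg/mL and 0% = DMSO alone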
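Evaluation: % reporter activation, DMSO baseline versus tunicamycin full activation; System: CHO-CHOP luciferase reporter cell line; Input: 500 cells/well; Incubation: 6 h compound treatment, 37 °C; Measured by: Steady-Glo luciferase luminescence; Dosing: one dose, 10 µM in 0.5% DMSO; Buffer or medium: F12 medium, 10% FBS; Benchmarks: positive tunicamycin 10 µg/mL, negative DMSO alone.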
Mdm2 MdmX PPI = inhibitors of human Mdm2-MdmX association, primary screen, cell-based, luminescence, split luciferase, SaOS-2, uHTS. inhibition, % at 8 µM. AID 485346, 2010. Protein Mdm4 (Homo sapiens) + E3 ubiquitin-protein ligase Mdm2 (Homo sapiens), …. 330,000 compounds, 3% hits. SaOS-2 split-luciferase Mdm2/MdmX complementation;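 active = inhibition of at least 50% at 8 µM in the primary screen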
Starred values were filed as active, the others as inactive; . = not tested or not shown.

SMILES	NR3A LBD binder	tim23-1 inh	TIM10 inh	NALP3 yeast inh	tim10-1 inh	UPR XBP1 act	APJ agonist	CHOP UPR activ	Mdm2 MdmX PPI
CC(NC(=O)c1cc(S(=O)(=O)N2CCOCC2)ccc1F)c1ccc(-n2ccnc2)cc1 (stereo not drawn)	-1.6	-1.5	3.6	17.4	-4.5	-0.5	-3.6	-0.1	16.3
CCOC(CNC(=O)C1CCN(S(=O)(=O)c2ccc3nc4c(c(C(=O)O)c3c2)CC(C)CC4)CC1)OCC (stereo not drawn)	0.5	11.4	-5.1	3.0	15.8	0.4	-1.7	0.2	14.5
CCCCn1c(N)c(N(CCOC)C(=O)COc2ccc(OCC)cc2)c(=O)[nH]c1=O	0.2	-7.0	8.0	-3.2	-2.4	-1.9	-4.0	0.7	4.7
CC(C)CN1CCN=C1Nc1ccccc1	-2.3	-18.0	-4.8	8.2	-14.6	-1.2	3.8	-0.9	-8.8
CCSc1nc2sc3c(c2c(=O)n1-c1ccccc1)CCN(C(C)C)C3	0.9	-16.3	-52.9	40.4	-33.0	0.1	-1.5	-0.6	13.7
O=C1CCCc2nc(N3CCN(c4ccccc4)CC3)ncc21	-1.6	14.9	-2.0	11.9	17.4	1.8	3.1	2.1	-20.8
CN1CCN(c2nc(-c3cccs3)nc3ccccc23)CC1	-1.3	2.7	5.1	15.1	29.4	2.7	-5.5	1.0	-8.5
CC(Oc1ccccc1Cl)C(=O)N(Cc1ccco1)C1CCS(=O)(=O)C1 (stereo not drawn)	-1.3	17.8	19.5	-7.1	17.9	0.2	0.3	-0.6	12.8
CCC(O)(CC)C(=O)N(Nc1ccc(C)cc1)c1ccc(C)cc1	0.0	33.0	20.7	12.2	13.4	-4.2	-4.8	2.1	-8.8
Nc1cc(=O)[nH]c(SCc2cccc(Cl)c2)n1	0.9	4.3	8.7	10.3	15.1	3.6	6.1	-1.8	0.3
CCOC(=O)C(Cc1ccccc1)NC(=O)CCc1nnc2ccc(N3CCCC3)nn12 (stereo not drawn)	-2.6	1.8	12.7	16.4	21.5	-6.3	0.8	0.3	31.9
Cc1ccc(Cn2c(C3CCCN3c3nc(C)cs3)nc3cc(C(=O)NCCCO)ccc32)cc1 (stereo not drawn)	0.6	-0.9	0.9	8.3	-11.5	1.4	6.3	-0.6	-21.1
COC(=O)c1cnc(SCC(=O)c2ccccc2)n1C	0.5	5.2	11.2	13.4	-2.1	-4.5	-2.8	-0.5	-27.9
Cc1ccc(CC(=O)N2CCN(c3ccccc3F)CC2)cc1	-3.1	-3.2	15.9	21.1	17.9	1.9	-3.3	0.1	4.9
CC(=O)c1ccc(N2CCN(C(=O)CCS(=O)(=O)c3ccc(C)cc3)CC2)cc1	-1.4	10.1	-0.9	14.1	12.5	-2.4	4.5	-1.4	-9.0
COc1ccc(CC2(C)OC(c3ccncc3)=NN2C(C)=O)cc1 (stereo not drawn)	-0.8	21.3	8.8	18.7	7.3	3.6	-1.9	0.3	-32.7
COc1ccc(NC(=O)c2nc[nH]c2C(=O)N[C@@H](CC(C)C)C(=O)OC(C)(C)C)cc1	-5.6	33.0	12.8	13.5	16.9	5.8	0.5	-0.5	16.3
O=C(Nc1ccc(C(=O)N2CCCCC2)cc1)C1=CSCCO1	0.7	26.8	7.1	12.1	29.4	-4.6	-2.8	-1.4	-0.5
O=C(NCc1ccccc1)C1COc2ccccc2O1 (stereo not drawn)	-1.4	6.5	2.0	13.8	5.9	1.7	-4.1	1.6	3.8
O=C(Cc1ccccc1)NCC(=O)OCC(=O)c1ccc(Cl)c([N+](=O)[O-])c1	12.2*	3.6	5.4	0.2	18.3	-1.3	-11.1	2.9	-23.7
CCC(=O)Nc1nnc(S(=O)(=O)N2CCCCCC2)s1	1.3	12.5	11.1	21.4	23.0	-0.7	-1.9	-2.4	14.5
O=C(Nc1ccccc1C(F)(F)F)c1ccsc1	1.7	19.3	0.2	-14.7	19.3	-0.9	-0.7	-0.3	3.7
O=C(Nc1ccc2c(c1)OCCO2)c1ccco1	-0.5	16.2	-9.7	16.9	15.4	-5.6	-3.2	-2.1	8.2
CCO[C@@H]1OC(C(=O)N2CCN(Cc3ccc4c(c3)OCO4)CC2)=C[C@H](c2ccc(C(F)(F)F)cc2)[C@H]1CCCO	-6.9	25.0	13.5	15.5	20.1	-0.4	-6.7	4.0	25.6
Cc1cc([N+](=O)[O-])nn1CC(=O)N/N=C/c1ccc(O)cc1O	-0.8	6.0	9.5	0.3	1.2	-2.2	0.2	-2.6	30.9
CC1CCN(C(=O)CN(c2ccc(Oc3ccccc3)cc2)S(C)(=O)=O)CC1	0.8	43.6	22.5	23.3	38.5	0.1	0.2	-2.5	14.6
CC1CCN(C(C)C(=O)Nc2ccc(S(=O)(=O)N3CCCC3)cc2)CC1 (stereo not drawn)	0.3	-5.8	4.0	10.1	-14.8	-0.3	-4.4	-2.8	-0.6
COC(=O)c1sccc1NC(=S)N1C(C)CCCC1C (stereo not drawn)	0.9	36.9	19.4	19.5	15.4	-3.9	-1.6	-2.7	0.5
Cc1ccc(CCNC(=O)c2cccc(NC3=NC4CS(=O)(=O)CC4S3)c2)cc1 (stereo not drawn)	-1.0	6.1	4.8	-1.6	7.2	0.1	1.7	-0.2	-27.9
O=[N+]([O-])c1cccc(CNC2CCCCCC2)c1	1.0	9.1	6.7	-7.3	8.9	-1.4	-1.1	-0.5	-8.1
COc1ccc(NC(=O)CC2C(=O)Nc3ccccc3N2CC(=O)N2CCCC2)cc1 (stereo not drawn)	1.7	3.6	11.0	14.5	-5.8	-2.2	-2.6	2.1	3.9
COc1cccc(/C=N/N(C)C2=NS(=O)(=O)c3ccccc32)c1O	-0.3	-4.7	0.5	11.1	-16.9	-1.0	-1.5	-0.3	13.4
Cc1cc(C[n+]2ccsc2N)c2ncccc2c1	1.8	-6.4	5.6	1.6	-17.8	-1.2	-6.1	-2.2	13.6
COc1cccc(-n2cnnc2SC(C)C(=O)NC2CCCC2)c1 (stereo not drawn)	2.3	-4.6	-1.6	-1.0	4.6	0.3	1.2	0.0	7.8
CC(C)CC(NC(=O)C1CCCCC1)C(=O)NC(C)c1ccccc1 (stereo not drawn)	-0.5	8.3	-6.4	3.2	21.3	0.7	1.5	-1.5	2.3
CSc1nc(-c2ccccc2)nc(N)c1C(C)=O	.	19.7	-3.2	23.2	3.5	0.6	0.2	-2.1	20.6
Cc1cccc2sc(NC(=O)c3ccc(NS(=O)(=O)c4cccs4)cc3)nc12	35.8*	18.2	-0.1	26.7	16.1	0.6	1.4	-0.9	-0.7
COc1cccc(N2C(=O)CC(Nc3ccc(N4CCOCC4)cc3)C2=O)c1 (stereo not drawn)	-3.9	21.4	18.6	8.6	20.9	0.6	-0.4	-2.1	0.6
COc1ccc(-c2cn[nH]c2-c2ccc(OCc3ccc([N+](=O)[O-])cc3)cc2O)cc1	30.4*	27.7	41.7*	16.3	46.9*	-3.2	2.1	-1.6	86.0*
O=C(NCC(c1ccco1)N1CCN(c2ccc(F)cc2)CC1)C1CCCCC1 (stereo not drawn)	0.5	19.0	2.2	14.7	17.7	-1.9	-2.9	-1.2	-8.8
O=C(NCCc1nnc2ccc(NCc3ccc(F)cc3)nn12)c1ccccc1	-2.6	-5.5	-26.1	1.4	-7.7	-0.5	-2.5	2.4	20.0
COc1cc(NC(=O)CN(C)S(=O)(=O)c2cccs2)cc(OC)c1	2.0	22.0	11.5	-2.6	10.0	-2.3	3.0	0.3	21.0
CCOC(=O)c1ccc(NC(=S)NNC(=O)c2cc(-c3cccnc3)nc3ccccc23)cc1	8.4	9.1	29.4	16.1	35.8	-4.2	-5.9	-2.9	-0.1
Cc1cc(N2CC(C)OC(C)C2)nc(C(C)C)n1 (stereo not drawn)	-0.4	2.3	-0.9	-3.3	3.4	2.9	-1.4	-0.2	-6.2
Cc1ccc(C)c(S(=O)(=O)N2CCCC2CNC(=O)c2ccc([N+](=O)[O-])cc2)c1 (stereo not drawn)	3.4	22.7	-17.6	11.5	6.5	-3.4	8.3	0.0	18.4
C=C1CCN(c2ccc(C(=O)NCCC)cc2[N+](=O)[O-])CC1	-0.6	34.6	14.6	28.3	23.8	0.4	8.8	0.4	-7.0
O=[N+]([O-])c1ccc(COn2nnc3ccccc32)cc1	0.8	-4.8	-17.2	2.1	7.1	-0.8	0.9	1.8	-1.5
COc1ccc(CCNC(=S)NC2CCN(Cc3ccccc3)CC2)cc1OC	-0.1	2.0	4.0	6.1	-6.7	0.2	-3.6	-3.1	16.1
COC(=O)c1c(NC(C)=O)sc(C(=O)Nc2ccccc2OC)c1C	-3.4	8.3	-3.8	7.8	3.8	-0.8	2.6	0.3	14.7
CCc1ccc(NC(=S)Nc2ccc3cn[nH]c3c2)cc1	13.7*	29.6	21.2	10.4	27.2	1.2	0.1	4.8	-0.9
COc1ccc(Br)cc1CNCC1CCCO1 (stereo not drawn)	0.5	0.2	-4.2	2.5	-8.2	-1.6	-3.1	1.1	9.0
NNc1nc(-c2ccccc2)c2cc(Cl)ccc2n1	-1.8	63.1*	48.4*	13.1	53.6*	-2.4	-11.4	0.4	11.4
CCCc1cc(=O)oc2cc(OCC(=O)NC(Cc3c[nH]c4ccc(O)cc34)C(=O)O)c(Cl)cc12 (stereo not drawn)	-1.8	5.1	-4.4	-12.1	1.2	-2.7	-0.2	-0.7	3.3
COc1ccc(NC(=O)CN(C)C(=O)Cn2c(=O)oc3ccccc32)cc1	3.0	-10.9	5.6	-10.3	-1.7	0.8	-8.8	0.1	-7.0
CC(C)NS(=O)(=O)c1ccc(OCC(=O)Nc2cccc(F)c2)cc1	-2.4	21.9	18.0	7.6	3.3	2.4	-3.0	3.3	-1.0

Rewritten as a markdown table: two of the compounds above
| mol | NR3A LBD binder | tim23-1 inh | TIM10 inh | NALP3 yeast inh | tim10-1 inh | UPR XBP1 act | APJ agonist | CHOP UPR activ | Mdm2 MdmX PPI |
| --- | --- | --- | --- | --- | --- | --- | --- | --- | --- |
| COc1ccc(Br)cc1CNCC1CCCO1 (stereo not drawn) | 0.5 | 0.2 | -4.2 | 2.5 | -8.2 | -1.6 | -3.1 | 1.1 | 9.0 |
| NNc1nc(-c2ccccc2)c2cc(Cl)ccc2n1 | -1.8 | 63.1* | 48.4* | 13.1 | 53.6* | -2.4 | -11.4 | 0.4 | 11.4 |

Screening results as filed in PubChem BioAssay.
